Rpn11 block: Rpn11 (human) deubiquitinase inhibition | O00487 | calls only at 20 µM | human 26S proteasome, Ub4-pepOG fluorescence polarization; 20S core pre-blocked with epoxomicin | 360,000 tested, 0.59% active;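 active = inhibition at 20 µM, scaled to each plate's controls, above about 33%, limit read from the data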
NadD inh: inhibitors of Staphylococcus aureus NadD. purified NadD enzyme, colorimetric absorbance read-out. inhibition, % at 20 µM. 360,000 tested, 0.78% active; in the data active = inhibition above about 26%; note: some compounds past the cut are filed as inactive
Scp1 inh: blocks human Scp-1 phosphatase activity; Q9GZU7; inhibition, % at 20 µM; Recombinant Scp1, phosphopeptide, malachite green phosphate absorbance; 340,000 tested, 0.88% active;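 active = inhibition above about 50% at 20 µM, limit read from the data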;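 note: plate controls were DMSO wells with enzyme for no effect and wells lacking enzyme for full effect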
Target sequence (Q9GZU7 76-261 limits assumed): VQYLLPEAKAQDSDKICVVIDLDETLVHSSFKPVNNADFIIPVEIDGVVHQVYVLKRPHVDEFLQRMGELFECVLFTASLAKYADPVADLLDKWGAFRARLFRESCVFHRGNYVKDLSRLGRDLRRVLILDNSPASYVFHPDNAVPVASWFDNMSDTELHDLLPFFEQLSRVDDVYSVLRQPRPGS
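Test system: SCP-1 catalytic domain; Buffer or medium: Acidic Tris acetate buffer with magnesium and detergent; Also added: Phosphorylated 17-residue peptide substrate; Compound: single 20 µM dose, 1% DMSO; Schedule: enzyme reaction 45 min at room temperature, colour 5 min, stabilisation 30 min; Signal: Phosphate-binding colour reagent, absorbance read at 630 nm.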
CSN deneddyl inh: CSN deneddylation inhibition. Q92905. Purified CSN, SCF-Nedd8-OG deneddylation, fluorescence polarization. inhibition, % at 12.5 µM. 360,000 tested, 0.38% active;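 active = pattern-corrected inhibition above about 35%, with an unprinted fluorescence ratio check between 0.5 and 1.5, limit read from the data, passing the limit was not always enough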;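 note: 0% = enzyme with substrate and 100% = substrate without enzyme; some results filed as inactive read as strong as hits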
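Material: human Csn5 produced in HEK293T cells; Input: enzyme 0.24 nM; Reagent: SCFSkp2-Nedd8OG substrate at 10 nM final; Dosing: 12.5 µM compound; Incubation: 90 min reaction at room temperature; Detection: fluorescence polarization of the substrate; Evaluation: % inhibition of substrate cleavage by Csn5; Control set: substrate-only high control, full reaction low control.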
LMPTP block: blocks human LMPTP phosphatase; P24666; recombinant LMPTP-A, OMFP fluorogenic substrate, fluorescence intensity; inhibition, % at 20 µM; 360,000 tested, 0.22% active; AID 651560;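 active = compounds that cut the enzyme signal by at least half of the control window in the single-dose screen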;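 note: plate controls were DMSO wells with enzyme plus substrate for no effect and substrate without enzyme for full effect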
Target sequence (P24666 whole entry, looked up): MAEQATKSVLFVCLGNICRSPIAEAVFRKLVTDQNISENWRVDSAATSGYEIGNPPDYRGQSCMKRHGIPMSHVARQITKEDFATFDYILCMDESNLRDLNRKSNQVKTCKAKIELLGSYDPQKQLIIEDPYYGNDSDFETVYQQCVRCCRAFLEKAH
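material = LMPTP-A | quantity = 0.625 nM enzyme | reagent = OMFP substrate, 400 µM final | buffer or medium = Bis-Tris pH 6.0, DTT, detergent | detection = endpoint fluorescence intensity from OMFP dephosphorylation | dosing = single 20 µM dose | read-out basis = % inhibition relative to no-enzyme and uninhibited control wells | control set = no-enzyme and uninhibited controls | timing = 50 min at room temperature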
DNMT1 inh: blocks human DNA methyltransferase DNMT1 | DNMT1 molecular beacon, Hinp1I cleavage, fluorescence | inhibition (reported as % activation of signal), % at 10 µM | 360,000 tested, 0.83% active | AID 588458; in the data active = inhibition above about 50%
Rin1 Abl inh: human Rin1-Abl interaction inhibition; P00519+Q13671; TR-FRET Rin1/Abl binding, biochemical; inhibition, % at 7.35 µM; 360,000 tested, 0.4% active; in the data active = inhibition above about 5%, passing the limit was not always enough
Neddyl block: cullin neddylation inhibition; P61081+Q13564; TR-FRET cullin neddylation, biochemical; calls only at 25 µM; 360,000 tested, 0.58% active; AID 651699; in the data active = inhibition above about 36%
STEP block: inhibitors of human striatal-enriched phosphatase STEP; P54829; recombinant STEP, OMFP fluorogenic substrate, fluorescence; inhibition, % at 20 µM; 360,000 tested, 0.25% active; AID 588621;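 active = inhibition at 20 µM, scaled per plate between control wells, above about 37%, limit read from the data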;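 note: 0% = DMSO with enzyme and substrate and 100% = substrate only without enzyme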
Target sequence (P54829 whole entry, looked up): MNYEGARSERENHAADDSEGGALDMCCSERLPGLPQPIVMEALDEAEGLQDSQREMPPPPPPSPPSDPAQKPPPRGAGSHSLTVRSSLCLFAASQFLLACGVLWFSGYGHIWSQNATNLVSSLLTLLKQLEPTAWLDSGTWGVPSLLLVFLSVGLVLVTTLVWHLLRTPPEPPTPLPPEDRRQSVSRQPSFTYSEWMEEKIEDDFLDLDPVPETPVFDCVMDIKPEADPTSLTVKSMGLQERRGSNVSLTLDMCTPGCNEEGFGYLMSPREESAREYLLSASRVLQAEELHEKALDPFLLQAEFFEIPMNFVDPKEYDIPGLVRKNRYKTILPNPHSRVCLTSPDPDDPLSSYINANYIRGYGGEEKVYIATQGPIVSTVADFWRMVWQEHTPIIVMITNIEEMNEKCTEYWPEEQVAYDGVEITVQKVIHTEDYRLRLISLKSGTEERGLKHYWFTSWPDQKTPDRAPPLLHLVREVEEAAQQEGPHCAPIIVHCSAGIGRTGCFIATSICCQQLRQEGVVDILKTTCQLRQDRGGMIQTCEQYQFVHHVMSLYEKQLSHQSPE
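Also added – OMFP at 25 µM · Test system – STEP tyrosine phosphatase · Technique – FITC-channel fluorescence of OMFP product · Schedule – 20 min at room temperature, dark · Evaluation – control-normalized % inhibition with plate pattern correction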
SUMO1-SIM PPI: SUMO1-SIM interaction modulation; P63165; SUMO1 binding to a labelled peptide, TR-FRET, 1 h; inhibition, % at 20 µM; 360,000 tested, 0.33% active; in the data active = inhibition above about 37%
Target sequence (P63165 whole entry, looked up): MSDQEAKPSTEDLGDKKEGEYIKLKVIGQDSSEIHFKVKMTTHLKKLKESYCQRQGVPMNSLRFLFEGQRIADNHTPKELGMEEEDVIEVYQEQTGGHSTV
Numbers without * were called inactive; i = inactive; . = not tested or not shown.

mol,Rpn11 block,NadD inh,Scp1 inh,CSN deneddyl inh,LMPTP block,DNMT1 inh,Rin1 Abl inh,Neddyl block,STEP block,SUMO1-SIM PPI
CCOC(=O)C1=C(C)OC(N)=C(C#N)C1c1c(C)nn(-c2ccccc2)c1Cl (stereo not drawn),i,4,-4,-2,0.0,-17,5,i,-4,3
CCOC(=O)N1CCc2c(sc3nc4n(c(=O)c23)N=C(C)CS4)C1,i,-6,0,-2,-0.4,2,0,i,0,-16
CN(CC(=O)NCc1ccco1)S(=O)(=O)c1ccc(F)cc1,i,-1,-5,5,0.2,0,4,i,-2,1
COc1ccc(CNC(=O)CN(C(=O)CCC(=O)Nc2ccccn2)c2ccc3c(c2)OCO3)cc1,i,-16,-5,2,1.3,-3,-2,i,1,3
O=C(Nc1ccc(F)cc1)c1cccc2c1C(=O)N(CC1CCCO1)C2 (stereo not drawn),i,-1,-9,-4,0.5,-3,1,i,1,-2
Cc1ccc(CN2C(=O)CSc3ccc(C(=O)NCCN4CCOCC4)cc32)cc1,i,-5,1,-5,0.5,-4,-3,i,-9,-1
Cc1ccc2nc(SCC(=O)NCc3ccccc3Cl)nc(=O)n2c1,i,-4,-6,2,-0.2,5,3,i,-2,2
COc1ccc(-c2coc3c(CN4CCCCC4C)c(O)ccc3c2=O)cc1 (stereo not drawn),i,-3,-14,-2,-0.7,0,0,.,0,1
CCOC(=O)c1c(S(=O)(=O)N2CCCCC2C)c(C)n(C)c1C (stereo not drawn),i,-2,0,1,-0.8,-1,-1,i,-2,4
COc1ccccc1NC(=O)CN1C(=O)C(C)SC(C)C1=O (stereo not drawn),i,1,5,3,0.3,2,5,i,-1,1
CC(C)(C)c1ccc(Cn2nnc3c(=O)[nH]c(C4CCCN(C(=O)c5ccco5)C4)nc32)cc1 (stereo not drawn),i,5,12,5,1.3,0,0,i,2,5
Cc1ccc(N(C(=O)C2CCCC2)C2C=CS(=O)(=O)C2)cc1 (stereo not drawn),i,6,-6,6,-2.8,4,5,i,-1,-1

Arranged by molar mass (ascending): part of the list above.
mol,Rpn11 block,NadD inh,Scp1 inh,CSN deneddyl inh,LMPTP block,DNMT1 inh,Rin1 Abl inh,Neddyl block,STEP block,SUMO1-SIM PPI
CCOC(=O)N1CCc2c(sc3nc4n(c(=O)c23)N=C(C)CS4)C1,i,-6,0,-2,-0.4,2,0,i,0,-16
Cc1ccc2nc(SCC(=O)NCc3ccccc3Cl)nc(=O)n2c1,i,-4,-6,2,-0.2,5,3,i,-2,2
CC(C)(C)c1ccc(Cn2nnc3c(=O)[nH]c(C4CCCN(C(=O)c5ccco5)C4)nc32)cc1 (stereo not drawn),i,5,12,5,1.3,0,0,i,2,5

(list continues)
mol,Rpn11 block,NadD inh,Scp1 inh,CSN deneddyl inh,LMPTP block,DNMT1 inh,Rin1 Abl inh,Neddyl block,STEP block,SUMO1-SIM PPI
CCOCCOCN(C#N)c1nc(OC)nc(N(C)C)n1,i,-2,-2,-5,-1.4,3,1,i,1,4
COc1ccccc1-c1nc(SCC(=O)Nc2ccccc2F)n[nH]1,i,2,-2,-3,-0.2,-4,-1,i,0,-13
COc1ccc(CCNS(=O)(=O)c2cccc([N+](=O)[O-])c2)cc1,i,-3,6,1,-0.4,3,3,i,-7,-22
C[C@H](NC(=O)c1nc[nH]c1C(=O)N1CCNCC1)C(=O)OCc1ccccc1,i,2,-3,7,-2.9,6,0,i,-1,-3
Cc1ccccc1NC(=O)NCCCN1CCN(C)CC1,i,-1,-7,-3,-5.8,1,1,i,0,6
N#Cc1ccc(NC(=O)Cn2cnc(S(=O)(=O)N3CCCCC3)c2)cc1,i,-5,-3,2,-1.2,-2,4,i,-2,5
COc1cc2c(cc1NC(=O)CN(C)Cc1nc3ccccc3c(=O)[nH]1)oc1ccccc12,i,18,-7,0,1.4,-12,2,i,-3,10
O=C1C=C(NCCc2cc(Br)c(O)c(Br)c2)C(=O)c2ncccc21,i,22,34,12,21,92*,9,i,46*,41*
Cc1occc1C(=O)N1CCN(c2ccccc2)CC1,i,-5,-2,4,-0.4,-2,-2,i,-2,0
CC(NC(=O)C1CCCCC1)C(c1cccs1)N1CCN(C)CC1 (stereo not drawn),i,-10,-4,-5,-0.1,2,1,i,-2,-1
Cc1c(NC(=O)C(c2ccccc2)c2ccccc2)cccc1C(=O)O,i,-1,-5,-2,3.6,6,-2,i,-1,-4
COc1cccc(COC(=O)C2CCN(S(=O)(=O)c3ccc(C)cc3C)CC2)c1OC,i,-4,-15,1,2.9,-2,-3,i,3,6

(listing goes on)
mol,Rpn11 block,NadD inh,Scp1 inh,CSN deneddyl inh,LMPTP block,DNMT1 inh,Rin1 Abl inh,Neddyl block,STEP block,SUMO1-SIM PPI
N#CCSc1ccccc1NC(=O)COC(=O)Cc1c[nH]c2ccccc12,i,1,-10,5,0.2,1,-4,i,-2,-1
COc1cc(OC)nc(C(NC(=O)C2CCN(Cc3ccc(Oc4ccccc4)cc3)CC2)c2ccc(F)cc2)n1 (stereo not drawn),i,-2,.,-2,0.8,2,2,i,2,3
O=C(CNC(=O)c1ccc(Cl)cc1Cl)OCc1nnc(-c2ccccc2)o1,i,-6,2,-3,-0.7,-1,2,i,-2,2
Cc1ccc(-c2nc(C3CCN(S(C)(=O)=O)CC3)no2)cc1,i,0,-4,-2,0.4,0,1,i,-2,0
CC(=O)c1cccc(NC(=O)COC(=O)COc2c(Cl)cc(Cl)c3ccc(C)nc23)c1,i,2,3,-6,0.8,4,-1,i,-4,-3
CCNC(=S)NNC(=O)c1cc(C)on1,i,1,0,-5,1.2,-1,-1,i,-2,1
CC(=O)Nc1ccc(OS(=O)(=O)c2ccccc2C)cc1,i,-7,-10,-7,0.5,1,0,i,1,2
CCn1c(=O)n(Cc2ccco2)c(=N)c2c3c(sc21)COC(C)(C)C3,i,-2,-4,1,-0.5,5,4,i,0,2
COc1ccccc1NC(=O)CN1CCOCC1,i,4,4,-4,0.8,5,4,i,12,4
COc1cccc2sc(Nc3nnc(-c4ccc(F)cc4)o3)nc12,i,28,-7,2,4.2,-9,3,.,2,15
CCOC(=O)C1CCN(C(=O)Cn2cc(C(=O)c3ccco3)c3ccccc32)CC1,i,-3,-10,5,0.5,1,-6,i,1,-4
Cc1ccc(OCC(=O)N/N=C\c2cn(C)c3ccccc23)c([N+](=O)[O-])c1,i,-6,0,1,0.9,-3,5,i,4,-4

Seven entries from above, sorted by the value under DNMT1 inh, lowest first:
molecule | DNMT1 inh
CCOC(=O)C1=C(C)OC(N)=C(C#N)C1c1c(C)nn(-c2ccccc2)c1Cl (stereo not drawn) | -17
Cc1ccc(CN2C(=O)CSc3ccc(C(=O)NCCN4CCOCC4)cc32)cc1 | -4
Cc1occc1C(=O)N1CCN(c2ccccc2)CC1 | -2
CC(C)(C)c1ccc(Cn2nnc3c(=O)[nH]c(C4CCCN(C(=O)c5ccco5)C4)nc32)cc1 (stereo not drawn) | 0
COc1ccccc1NC(=O)CN1C(=O)C(C)SC(C)C1=O (stereo not drawn) | 2
COc1ccccc1NC(=O)CN1CCOCC1 | 5
O=C1C=C(NCCc2cc(Br)c(O)c(Br)c2)C(=O)c2ncccc21 | 92*

Other entries follow.
mol,Rpn11 block,NadD inh,Scp1 inh,CSN deneddyl inh,LMPTP block,DNMT1 inh,Rin1 Abl inh,Neddyl block,STEP block,SUMO1-SIM PPI
O=C(Nc1ccc(Oc2c(F)c(F)c(F)c(F)c2F)cc1)OC1CCN2Cc3ccccc3N=C12 (stereo not drawn),i,26,11,1,0.8,-5,2,i,-1,2
CC(=O)C1=C(c2ccccc2)NC(=S)NC1c1cc(Cl)c(OC(C)C)c(Cl)c1 (stereo not drawn),i,11,-10,-17,0.3,3,-5,i,-1,0
O=c1c2cc3c(cc2[nH]c(=S)n1CCN1CCOCC1)OCO3,i,-3,-2,3,-1.0,3,0,i,-1,-3
O=c1c2cn[nH]c2nc(SCc2cc(=O)n3cc(Br)ccc3n2)n1-c1ccc(Br)cc1,i,22,21,-1,0.9,4,-39,i,1,-14
Nc1c(C(=O)c2ccc(Cl)cc2)sc2c1c(=O)[nH]c(=O)n2-c1ccccc1,i,0,-6,-1,0.9,-1,0,i,2,-9
CCc1nc2ccccc2c(C(=O)OC2CCOC2=O)c1C (stereo not drawn),i,-4,0,0,-0.7,0,2,i,1,1
CCC1CCC2(CC1)NC(=O)N(CC(=O)N1CCc3ccccc31)C2=O (stereo not drawn),i,-2,4,-1,-1.2,1,1,i,-4,-2
O=C(NCC1CCCO1)c1sc2ccccc2c1Cl (stereo not drawn),i,-3,-7,-4,-0.3,3,-2,i,-3,-2
COc1ccc(NC(=O)C2(C)CCN2CCOc2ccccc2)cc1OC (stereo not drawn),i,5,.,-3,0.0,3,-2,i,0,1
COc1ccc(NS(=O)(=O)c2cc(C(=O)N3CCC3)ccc2C)cc1,i,-1,-8,2,-4.1,-6,2,i,1,-93
CNC(=O)c1cc(S(=O)(=O)Nc2ccc3c(c2)OCCO3)ccc1C,i,1,-6,2,-1.4,-1,3,i,0,4
Cc1ccc(C(=O)Nc2ccc(O)c(C(=O)O)c2)o1,i,9,32,6,-0.6,0,1,i,-1,6

(more compounds)
mol,Rpn11 block,NadD inh,Scp1 inh,CSN deneddyl inh,LMPTP block,DNMT1 inh,Rin1 Abl inh,Neddyl block,STEP block,SUMO1-SIM PPI
O=C1C(Cl)=C(N2CCOCC2)C(=O)N1c1ccccc1,i,-7,-3,-2,0.7,2,0,i,-3,-19
CS(=O)(=O)NC1CCN(Cc2ccccc2)CC1,i,4,-2,6,-1.4,-2,0,i,0,0
CN(C)S(=O)(=O)c1cccc(NC(=O)CCSc2ccc(Cl)cc2)c1,i,-8,-8,-12,1.8,-2,1,i,-1,-3
Cc1cc(C)n(-c2nc(NCCC(C)C)c3c4c(sc3n2)COC(C)(C)C4)n1,i,4,-1,-5,2.7,-3,-4,i,2,-24
Cc1occc1C(=O)NNC(=S)Nc1ccccc1,i,-6,27,-1,-0.6,2,-2,i,4,-2
O=C(CSc1ccc2c(c1)OCCO2)NCC1CCCO1 (stereo not drawn),i,5,-2,1,-1.7,2,4,i,-3,2

Screening data from PubChem BioAssay.

This is a random part of the collection; 3.8% or so of the library scored in one or more.
